Assay outcomes as filed in PubChem.
Platelet DG rel: modulates dense granule release in human platelets. 300,000 tested, 0.22% active. human platelet-rich plasma, SFLLRN dense granule ATP release, luminescence. AID 1663. inhibition, %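 (compounds screened at 7.5 µM in platelet-rich plasma)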;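 active = mean replicate score, as percent of positive control, at or above 50; inconclusive = mean below 50 but at least one replicate at or above 50; inactive = mean and every replicate below 50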
GSK3A inh: human GSK-3 alpha kinase inhibition; 320,000 tested, 0.1% active; AID 2650; inhibition, % at 10 µM; ADP-Glo luminescence, 60 min;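 in the data active = inhibition above about 50%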;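 note: GST-tagged GSK-3 alpha with peptide substrate and 25 µM ATP; 0% = DMSO neutral wells and 100% = GW8510 positive control wells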
Target sequence (P49840 whole entry, looked up): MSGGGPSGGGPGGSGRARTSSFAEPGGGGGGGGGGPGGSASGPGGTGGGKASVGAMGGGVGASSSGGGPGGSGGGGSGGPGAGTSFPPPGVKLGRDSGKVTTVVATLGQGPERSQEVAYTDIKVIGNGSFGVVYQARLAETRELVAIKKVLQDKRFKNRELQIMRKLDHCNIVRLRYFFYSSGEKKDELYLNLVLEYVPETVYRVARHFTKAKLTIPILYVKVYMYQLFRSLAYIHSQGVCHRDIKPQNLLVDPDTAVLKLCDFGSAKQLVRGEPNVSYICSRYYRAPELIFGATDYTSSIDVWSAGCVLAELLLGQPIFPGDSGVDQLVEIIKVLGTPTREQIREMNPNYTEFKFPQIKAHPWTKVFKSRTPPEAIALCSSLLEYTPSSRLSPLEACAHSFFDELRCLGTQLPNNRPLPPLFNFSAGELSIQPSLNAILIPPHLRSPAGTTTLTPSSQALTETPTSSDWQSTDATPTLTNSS
HSF1 activator: increases HSF-1 driven luciferase reporter signal | NIH3T3-HGL HSF-1 luciferase reporter, MG132, 8 h; 100% = twice DMSO control signal | activation, % at 9 µM | 300,000 tested, 1.7% active;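 active = mean replicate activation of at least 50% with a set share of replicates each reaching 50%; inconclusive = only one of those two conditions met; inactive = mean below 50% and too few replicates reaching it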;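 note: 0% = median of the neutral control wells and 100% = twice that signal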
Dyrk1A ADPGlo: blocks rat Dyrk1A kinase activity | Q63470 | ADP-Glo luminescence, NFATc1 peptide | inhibition, % at 12.5 µM | 310,000 tested, 0.43% active | AID 504441; in the data active = inhibition above about 50%;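 note: plate controls were vehicle with enzyme for no effect and no enzyme for full effect; many of its hits are not listed in these tables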
KLF5 inh: inhibitors of KLF5 expression; 290,000 tested, 0.23% active; DLD-1 KLF5 promoter-luciferase reporter, luminescence; inhibition, % at 5 µM;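 active = inhibition above a per-plate limit of that plate's mean compound inhibition plus 3 SD, cut at about 60% in these data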;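 note: 0% = DMSO wells and 100% = LY294002 at 200 µM; higher means less KLF5 promoter-driven luciferase light; inactives centre near -14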
HSF1 inhib: HSF1 inhibition | NIH3T3-HGL HSE-luciferase, MG132-induced, luminescence 8 h; hits give low values | activity change, negative = inhibition, % at 7.5 µM (by protocol) | 300,000 tested, 0.77% active;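 active = more than half of replicate wells show activity change below -50%, luminescence cut by over half; inconclusive = some wells, but at most half, below -50%; inactive = no replicate well below -50%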;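 note: luciferase reports HSF-1 transcriptional activity via heat shock element; 0% = median of DMSO wells and -100% = zero luminescence signal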
IEC-6 tox: counter-screen for KLF5 inhibitors: cytotoxicity in IEC-6 cells; AID 1825; inhibition, % at 5 µM; IEC-6 cytotoxicity, luminescence viability; 290,000 tested, 0.78% active; in the data active = inhibition above about 22%;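 note: 0% = plate median of test compound wells and 100% = cytotoxic reference compound wells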
HSP90 inh: inhibitors of HSP90 luciferase refolding in rabbit reticulocyte lysate | inhibition, % at 5.6 µM | luciferase refolding luminescence, 3 h | 290,000 tested, 0.91% active;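 active = inhibition above the screen-wide mean plus 3 SD, computed separately per campaign, cut at about 16% in these data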;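 note: 0% = DMSO wells and 100% = 60 µM geldanamycin wells; inhibitors lower the luminescence because luciferase stays unfolded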
GSK3beta inhib: blocks human GSK3beta kinase activity; P49841; GST-GSK3beta kinase, ADP-Glo luminescence, 60 min; hits give low values; 300,000 tested, 0.038% active; activity score (negative = inhibition), % at 10 µM;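 active = more than half of replicate wells score below -50%, meaning over 50% inhibition versus plate controls; inconclusive = some replicates but at most half score below -50%; inactive = no replicate scores below -50%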;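 note: 0% = median DMSO wells and -100% = median GW8510 positive control wells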
Target sequence (P49841 whole entry, looked up): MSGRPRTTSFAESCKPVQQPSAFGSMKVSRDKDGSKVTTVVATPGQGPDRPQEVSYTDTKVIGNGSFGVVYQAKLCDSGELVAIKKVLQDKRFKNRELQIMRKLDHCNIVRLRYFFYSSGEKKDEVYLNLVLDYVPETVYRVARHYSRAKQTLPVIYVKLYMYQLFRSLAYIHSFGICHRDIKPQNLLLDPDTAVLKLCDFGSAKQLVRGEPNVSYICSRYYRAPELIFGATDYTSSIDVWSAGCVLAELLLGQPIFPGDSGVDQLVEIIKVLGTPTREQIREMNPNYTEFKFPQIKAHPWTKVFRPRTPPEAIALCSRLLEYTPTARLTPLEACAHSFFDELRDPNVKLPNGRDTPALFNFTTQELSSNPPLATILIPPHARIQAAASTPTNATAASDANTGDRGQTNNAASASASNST
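Assay system: GST-fused GSK3beta enzyme, cell-free / Medium: Tris pH 7.5 buffer with MgCl2, DTT, BSA, heparin / Also added: peptide substrate plus 25 µM ATP (final) / Compound: 10 µM single point / Timing: kinase reaction with compound 60 min at room temperature / Detection: ADP-Glo luminescence / Benchmarks: DMSO neutral wells and GW8510 at 20 µM as positive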
aSyn UTR inh: MLPCN primary screen, SNCA 5' untranslated region; alpha-synuclein 5'UTR reporter, inhibitor activity; inhibition, % (tested at 7.5 µM); 300,000 tested, 0.82% active; AID 1813; in the data active = inhibition above about 60%; inconclusive = no clear call, values can overlap the other calls;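 note: H4 neuroglioblastoma cells stably carrying SNCA 5'UTR luciferase fusion; 0% = DMSO wells and 100% = positive control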
Numbers without * were called inactive; ? = inconclusive; / = not tested or not shown. Only part of the results is shown; the hit share may differ from the screen's.

Each structure is followed by: Platelet DG rel, GSK3A inh, HSF1 activator, Dyrk1A ADPGlo, KLF5 inh, HSF1 inhib, IEC-6 tox, HSP90 inh, GSK3beta inhib, aSyn UTR inh
1. COc1ccc(N2C(=O)CCC(C(=O)N3CCCCC3)C2c2ccc(OC)c(OC)c2)cc1 (stereo not drawn)
→ 2, -3, -41, -4, -24, -36, -10, -1, 0, 9
2. CCN(CC)C(=O)C1CCCN(C(=S)Nc2cccc3ccccc23)C1 (stereo not drawn)
→ 6, 1, 34, 1, -26, 2, 9, 7, 2, -36
3. FC(F)(F)c1cccc(Oc2ccc3c(C(F)(F)F)cc(C(F)(F)F)nc3n2)c1
→ 9, -2, 36, 20, -30, 4, -3, -2, 2, 29
4. C/C(=N\OCc1ccc(C#N)cc1)c1ccccc1
→ 9, 0, ?, /, -63, 41, 3, 2, -6, -120
5. COC(=O)[C@H](CC(C)C)NC(=O)Nc1cccc(Br)c1
→ -13, 0, -14, -20, -30, -9, 2, 0, 1, -16
6. COc1cccc(N2CCN(C3CC(=O)N(c4ccc(Cl)cc4)C3=O)CC2)c1 (stereo not drawn)
→ -3, 1, 14, 10, -3, -1, 8, 1, -2, 13
7. Cc1ccn2c(C(=O)CSc3ccccc3Cl)c(C)nc2c1
→ 2, 0, -5, 5, 2, 6, 40*, 0, -2, 15
8. Cc1ccccc1CSCCC(=O)NCCc1ccccc1
→ -2, 0, -13, 17, -25, -3, -2, 2, -5, -12
9. COc1ccc(NC(=O)C(c2ccc(Cl)cc2)C(C)C)cn1 (stereo not drawn)
→ -13, -1, -3, /, 9, 6, 8, 4, -2, 14
10. CC(=O)N1CCc2cc(S(=O)(=O)NCCC(=O)NCCc3ccc(Cl)cc3)ccc21
→ 3, -4, 4, 2, -12, -4, 6, -4, 2, 8
11. CCc1cccc(C)c1NC(=O)C1CN(S(=O)(=O)c2ccccc2)CCN1S(=O)(=O)c1ccccc1 (stereo not drawn)
→ 2, 6, 11, -4, 1, -3, 4, 1, 0, 16
12. COc1cccc(C2c3c(-c4cc(Cl)c(C)cc4O)n[nH]c3C(=O)N2Cc2cccnc2)c1 (stereo not drawn)
→ 5, /, 10, 4, -21, -2, 3, 8, -2, 5
13. COc1ccc(C2C(C(=O)Nc3ccccc3OC)=C(C)Nc3nnnn32)c(OC)c1 (stereo not drawn)
→ 0, /, -6, 6, 4, 1, -4, 4, 0, 9
14. Cc1ccc(S(=O)(=O)N(Cc2cc3cc4c(cc3[nH]c2=O)OCCO4)CC2CCCO2)cc1 (stereo not drawn)
→ 10, -4, 23, 2, -9, 3, -3, -2, -2, 11
15. CN(/N=C/c1ccccc1Cl)c1ncc(Cl)cc1C(F)(F)F
→ 4, 4, 10, /, 11, 9, -6, -3, 0, -36
16. CCCNC(=O)c1c[nH]c2ccc(S(=O)(=O)N(C)c3ccc(OCC)cc3)cc2c1=O
→ 13, 5, -1, /, -4, 2, -5, 2, 4, 12
17. O=C(Nc1ccc(Br)cc1)C1OCCc2ccccc21 (stereo not drawn)
→ -13, -1, /, -2, -32, /, 1, -3, 0, -84
18. O=C(Cc1ccc(Cl)cc1)Nc1ccccc1C(=O)N1CCCCC1
→ 4, -2, 3, -10, -8, -1, -3, 1, 1, -3
19. COC(=O)CSc1nc(N)c(C#N)c(CC(C)C)c1C#N
→ 11, -1, 23, 4, -15, 15, 0, -1, 0, 16
20. Cc1c(C(=O)O)cccc1-n1c(C)cc(/C=C(/C#N)C(=O)NCc2ccccc2)c1C
→ 1, -2, 9, 1, -21, 1, -3, -4, 3, 2

Entries 18 through 20 from above:
Each structure is followed by: Platelet DG rel, GSK3A inh, HSF1 activator, Dyrk1A ADPGlo, KLF5 inh, HSF1 inhib, IEC-6 tox, HSP90 inh, GSK3beta inhib, aSyn UTR inh
18. O=C(Cc1ccc(Cl)cc1)Nc1ccccc1C(=O)N1CCCCC1
→ 4, -2, 3, -10, -8, -1, -3, 1, 1, -3
19. COC(=O)CSc1nc(N)c(C#N)c(CC(C)C)c1C#N
→ 11, -1, 23, 4, -15, 15, 0, -1, 0, 16
20. Cc1c(C(=O)O)cccc1-n1c(C)cc(/C=C(/C#N)C(=O)NCc2ccccc2)c1C
→ 1, -2, 9, 1, -21, 1, -3, -4, 3, 2

Back to the main list with the 2 entries that preceded the break.
Each structure is followed by: Platelet DG rel, GSK3A inh, HSF1 activator, Dyrk1A ADPGlo, KLF5 inh, HSF1 inhib, IEC-6 tox, HSP90 inh, GSK3beta inhib, aSyn UTR inh
19. COC(=O)CSc1nc(N)c(C#N)c(CC(C)C)c1C#N
→ 11, -1, 23, 4, -15, 15, 0, -1, 0, 16
20. Cc1c(C(=O)O)cccc1-n1c(C)cc(/C=C(/C#N)C(=O)NCc2ccccc2)c1C
→ 1, -2, 9, 1, -21, 1, -3, -4, 3, 2
21. COc1cc2c(cc1NC(=O)c1cccc(Br)c1)CCCC2
→ 1, 1, 2, 0, -18, 8, 2, -2, 0, -10
22. Cc1oc(-c2ccc(F)cc2)nc1CN(Cc1ccccn1)CC1CCCO1 (stereo not drawn)
→ -1, 4, -9, 1, -26, 2, -2, 3, -1, 12
23. COc1ccc(NC(=O)c2ccccc2NC(=O)c2cccs2)cc1
→ -6, -5, 10, -7, -52, 4, 3, -3, 0, 4
24. Cc1cc(NCCCCO)n2c(nc3ccccc32)c1C#N
→ 9, 0, 0, -4, -6, -1, -2, 1, -1, 0
25. O=C(CCC(=O)N1CCOc2ccccc21)N1CCOCC1
→ -7, 0, -58, 0, 9, -45, 5, -1, 1, -13
26. C#Cc1ccc([C@@H]2C=C(C(=O)Nc3ccccc3)O[C@H](OCC)[C@H]2CCCO)cc1
→ 1, -6, 0, -6, -3, -2, -1, -3, 0, 4
27. O=C(C1CCCN(S(=O)(=O)c2ccccc2[N+](=O)[O-])C1)N1CCN(c2ccccc2)CC1 (stereo not drawn)
→ 8, 5, 13, 4, 5, 7, 0, 1, 1, -2
28. Cc1ccccc1NC(=S)N(CCCN1CCC(C)CC1)Cc1ccco1
→ -2, 0, /, -7, -1, /, -5, 1, 1, -3
29. CCOc1ccc2c(c1)-c1c(ssc1=S)C(C)(C)N2
→ -5, -1, /, 10, -46, /, -3, -1, 1, 28
30. COc1ccc(OC)c(/C=C2\SC(=S)N(N3CCOCC3)C2=O)c1
→ -3, -1, -3, 7, -22, -1, 3, -1, 0, -26
31. Cc1cc(-c2n[nH]c(=S)n2/N=C/c2ccc(C)s2)n[nH]1
→ -12, -1, -14, 12, -2, -7, -2, -1, 1, 21
32. COc1ccc(C2CC(c3ccc4ccccc4c3OC(C)=O)=NN2C(=O)/C=C/c2ccccc2)cc1 (stereo not drawn)
→ -57, -1, -20, -6, 40, -8, -2, 3, 1, -58
33. CN(C)NC(=O)c1ccsc1NC(=O)c1ccc(S(=O)(=O)N2CCCC2)cc1
→ 2, 4, -8, 10, -19, -1, -9, -4, 1, 21
34. Cc1ccc(S(=O)(=O)N(C)C)cc1NC(=O)Nc1c(-c2ccccc2)noc1C
→ -1, -2, -6, /, -16, -5, 1, 0, 3, -3
35. CCOc1ccc(N(CC(=O)NCCSCc2ccccc2)S(=O)(=O)c2ccccc2)cc1
→ 10, -2, -1, 6, -28, -1, -1, 2, -1, 25
36. CCN(CC)CCNC(=O)c1cc2c(=O)n(CC)c3ccccc3c2s1
→ 4, 14, 9, 2, -49, -1, 18, -1, -1, -125
37. CCN(CC(=O)Nc1ccc([N+](=O)[O-])cc1OC)c1ccccc1
→ -2, 1, -17, -2, 9, 14, -3, 0, 0, -10
38. Cc1cccc(C(=O)Nc2c(C#N)c(C)c(C)n2Cc2ccccc2)c1
→ -5, -3, -1, -8, -6, -2, -5, 2, 3, 29
39. C/C(=N\NC(N)=S)c1ccccc1
→ 24, 1, 11, 6, -12, -3, 0, 1, 0, -2
40. Cc1ccccc1NC(=O)COC(=O)Cc1ccsc1
→ 0, /, 42, 1, -11, 8, 5, 0, 4, -5

41. Cc1ccc(N2CC(C(=O)Nc3ccccc3C(=O)N3CCOCC3)CC2=O)cc1 (stereo not drawn)
42. O=C(OCc1ccc(Cl)cc1)c1ccccc1C(=O)c1ccccc1
43. CCN(CC)S(=O)(=O)c1ccc2[nH]cc(C(=O)NCCC3=CCCCC3)c(=O)c2c1
44. CCS(=O)(=O)N1Cc2ccccc2CC1C(=O)Nc1cccc(C)c1 (stereo not drawn)
45. CCCc1nc2c(sc3nc4c(cc32)COC(C)(C)C4)c(=O)n1Cc1ccco1
46. CCOC(=O)C1CCN(C(=O)CCc2nnc3ccc(NCCCN4CCCC4=O)nn23)CC1
47. CCCc1nnc(NC(=O)c2nc(S(=O)(=O)Cc3cccc(C)c3)ncc2Cl)s1
48. CN=C1SC(CC(=O)Nc2cc(Cl)ccc2Cl)C(=O)N1C (stereo not drawn)
49. Clc1ncnc2scc(-c3ccccc3)c12

Compound,41,42,43,44,45,46,47,48,49
Platelet DG rel,8,-3,11,0,-2,-15,-15,-2,1
GSK3A inh,-4,-1,/,-2,0,3,-3,-4,2
HSF1 activator,-6,19,-9,44,18,3,-69,1,-14
Dyrk1A ADPGlo,-9,7,9,0,-10,-4,0,5,4
KLF5 inh,-26,-17,-12,-41,-22,-11,4,-43,-8
HSF1 inhib,-6,25,7,11,20,-7,-60*,-2,-1
IEC-6 tox,-2,-1,0,0,-2,1,7,-4,1
HSP90 inh,-3,0,-1,0,3,0,1,-3,-1
GSK3beta inhib,2,-1,-2,-5,-2,-1,1,-1,-2
aSyn UTR inh,-6,-38,16,-102,-65,-6,-30,9,-22
